Vif-A3G inh – qHTS for Inhibitors of Vif-A3G Interactions: qHTS | DNA dC->dU-editing enzyme APOBEC-3G (Homo sapiens), Q9HC16 | HeLa A3G-eYFP + Vif (tagged APOBEC3G with the HIV-1 protein that degrades it), YFP fluorescence, overnight | Potency, µM (top dose mostly 46.1 µM), inactives show at the highest dose activity, negative = active, most hits filed as inhibitors | 0.076% of 410,000 active | AID 602310, 2012;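 note: potency is the fitted concentration of half-maximal effect; % is set by controls: 0 for no effect and ±100 for the full control effect; nearly all actives have a fitted effect of over 60% in size; hits raise eYFP signal because A3G escapes Vif-driven loss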
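HeLa cells stably expressing Vif and C-terminally eYFP-tagged A3G, seeded overnight at 37 deg C, then exposed to compound by pintool overnight at 37 deg C. Rise in yellow fluorescence (Ex 488/Em 500-530, Acumen) marks blocked Vif-driven A3G degradation.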
LDHA block – qHTS assay for inhibitors of human lactate dehydrogenase | activity change, % (values are at about 110 or 230 µM) | 0.15% of 480,000 active | purified LDHA, NADH/diaphorase-resazurin fluorescence; active compounds read low | L-lactate dehydrogenase A chain (Homo sapiens), P00338; in the data active = activity change below about -30%; inconclusive = mostly about -25% to -30%;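 note: plate controls were DMSO wells for no effect and wells without enzyme for full effect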
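Enzyme activity of human lactate dehydrogenase 5 (2 nM; 0.06 mM NADH, 0.2 mM pyruvate, 5 min, RT) is measured via a resazurin/diaphorase fluorescence readout of residual NADH.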
PI4K2A block – qHTS for small molecular inhibitors of PI4K2A; purified PI4K2A, ADP-Glo luminescence, 1 h; active compounds read low; AID 1346378, 2018; Phosphatidylinositol 4-kinase type 2-alpha (Homo sapiens), Q9BTU6; 0.13% of 420,000 active; activity change, negative = inhibition, % at 76.9 µM; in the data active = activity change below about -50%; inconclusive = mostly about -30% to -49%;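 note: -100% = wells without enzyme as full effect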
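PI4K2A activity was measured by ADP-Glo luminescence: enzyme (4 ug/mL stock) and phosphatidylinositol (1.2 mM stock) in Tris pH 7.5/MgCl2/EGTA/Triton X-100 buffer were reacted with ATP (300 microM stock) for one hour at ambient temperature.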
Vif-APOBEC3F blk – qHTS for Inhibitors of Vif-A3F Interactions: qHTS; Potency, µM (top dose mostly 46.1 µM), inactives show at the highest dose activity, negative = active; HeLa A3F-eYFP + Vif (tagged APOBEC3F with the HIV-1 protein that degrades it), YFP fluorescence increase; 0.2% of 390,000 active; note: potency is the fitted concentration of half-maximal effect; % of control where 0% means no effect; nearly all actives have a fitted effect of over 65% in size
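Fluorescence increase (Ex 488/Em 500-530) after overnight compound treatment at 37 deg C flags inhibition of Vif-driven A3F-eYFP loss in stable HeLa A3F-eYFP/Vif cells seeded overnight beforehand.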
TrxR1 substrate – qHTS Assay for Substrates of Mammalian Selenoprotein Thioredoxin Reductase 1 (TrxR1): qHTS | Potency, µM (series often up to 114 µM), without a hit: at the highest dose activity change, negative = substrate turnover | 0.01% of 390,000 active | purified TrxR1 substrate turnover, NADPH consumption readout; note: potency is the fitted concentration of half-maximal effect; % is set by controls: 0 for no effect and ±100 for the full control effect; nearly all actives have a fitted effect of over 50% in size
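Rat TrxR1, dispensed at 90 nM, was prereduced with 400 uM NADPH (final) for 5 min at ~22 deg C, then incubated with compound 15 min before 400 uM selenite. A first-read NADPH fluorescence drop versus no-compound background flagged substrates.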
RXFP1 agonist – qHTS Assay for Agonists of the Relaxin Receptor RXFP1. Relaxin receptor 1 (Homo sapiens), Q9HBX9. HEK293T-RXFP1 cAMP TR-FRET, 30 min; response scale: percent of porcine relaxin response, buffer zero. Potency, µM (highest dose often 57.5 µM), inactives show top-dose activation, hits mostly activators. 0.3% of 370,000 active; note: potency is the fitted concentration of half-maximal effect; % is set by controls: 0 for no effect and ±100 for the full control effect; nearly all actives have a fitted effect of over 60% in size; many of its hits are not listed in these tables
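HEK293T cells stably expressing RXFP1 were pretreated with the PDE4 inhibitor Ro 20174, exposed to compounds for 30 min at 37C, lysed, and cAMP was read by TR-FRET. Data normalized to buffer (basal) and 29 nM porcine relaxin (100%).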
GRP78 ERSR act – qHTS for Inducers of the Endoplasmic Reticulum Stress Response (ERSR) in Human Glioma: qHTS. 0.02% of 420,000 active. U87-MG GRP78 promoter luciferase reporter, 16 h. Potency, µM, for the others: top-dose activation, usual class: activators; note: potency is the fitted concentration of half-maximal effect; series mostly up to about 76 µM; % of control where 0% means no effect; nearly all actives have a fitted effect of over 35% in size
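ERSR induction read as luciferase luminescence (Bright-Glo, 10 min at room temperature) in stably transfected human U87-MG glioma cells exposed to compounds for 16 h, using GRP78 as sensor.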
USP1 inh – Inhibitors of USP1/UAF1: Primary Screen. recombinant USP1/UAF1, Ub-Rhodamine cleavage fluorescence. Ubiquitin carboxyl-terminal hydrolase 1 (Homo sapiens), O94782. Potency, µM (highest dose often 57.1 µM), for the others: top-dose activity change, negative = inhibition, hits mostly inhibitors. 0.23% of 390,000 active; note: potency is the fitted concentration of half-maximal effect; % is set by controls: 0 for no effect and ±100 for the full control effect; nearly all actives have a fitted effect of over 60% in size; inactives centre near -12
Target sequence (O94782 whole entry, looked up): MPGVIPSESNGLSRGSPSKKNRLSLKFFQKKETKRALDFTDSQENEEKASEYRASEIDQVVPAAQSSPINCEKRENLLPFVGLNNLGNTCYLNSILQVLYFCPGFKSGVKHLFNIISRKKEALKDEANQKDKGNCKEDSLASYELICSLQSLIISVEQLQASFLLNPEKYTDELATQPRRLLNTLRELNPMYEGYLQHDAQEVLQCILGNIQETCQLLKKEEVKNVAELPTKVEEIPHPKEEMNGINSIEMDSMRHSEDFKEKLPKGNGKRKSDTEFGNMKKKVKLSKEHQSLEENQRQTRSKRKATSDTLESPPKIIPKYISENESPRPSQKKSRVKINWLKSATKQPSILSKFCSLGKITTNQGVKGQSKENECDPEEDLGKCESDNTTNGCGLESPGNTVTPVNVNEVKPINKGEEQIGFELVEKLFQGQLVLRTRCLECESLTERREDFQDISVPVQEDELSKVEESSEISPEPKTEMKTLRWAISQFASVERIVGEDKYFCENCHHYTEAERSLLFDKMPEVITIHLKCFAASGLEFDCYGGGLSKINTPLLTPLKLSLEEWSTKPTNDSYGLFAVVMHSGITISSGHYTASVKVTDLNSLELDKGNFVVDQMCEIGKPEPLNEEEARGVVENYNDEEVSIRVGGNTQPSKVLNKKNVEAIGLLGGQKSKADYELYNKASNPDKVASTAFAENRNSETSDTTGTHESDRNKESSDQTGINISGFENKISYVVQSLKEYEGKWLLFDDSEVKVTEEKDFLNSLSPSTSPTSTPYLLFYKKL
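USP1/UAF1 complex (1 nM) preincubated 15 min at room temperature with compound, then Ub-Rho substrate (150 nM final) added. Kinetic fluorescence at 480/540 nm over 6 reads at 60 s intervals; 50 mM HEPES pH 7.8, 0.5 mM EDTA, 0.1 mg/ml BSA, 1 mM TCEP, 0.01% Tween-20.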
IDH1 R132H inh – qHTS for Inhibitors of mutant isocitrate dehydrogenase 1 (IDH1): qHTS | Isocitrate dehydrogenase [NADP] cytoplasmic (Homo sapiens), O75874 | IDH1-R132H enzyme, NADPH consumption, diaphorase/resazurin fluorescence | Potency, µM (doses to about 76.6 µM), for the others: top-dose activity change, negative = inhibition, usual class: inhibitors | 0.093% of 390,000 active | AID 602179, 2012; note: potency is the fitted concentration of half-maximal effect; % is set by controls: 0 for no effect and ±100 for the full control effect; nearly all actives have a fitted effect of over 65% in size
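IDH1-R132H (0.5 ug/mL) preincubated 30 min with compound, then NADPH (0.016 mM) and alpha-KG (2 mM) added; 80 min at RT, pH 7.5. Remaining NADPH coupled via diaphorase/resazurin to fluorescence (540/590 nm); concentration-response curves normalized to no-enzyme control.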
* = called active by the depositor; ? = inconclusive; / = not tested or not shown; & = joins results of further samples; [ ] = another dose, or the depositor's remark. Unless noted, calls come from the whole dose curve; as a rule, active = well fitted curve in the direction sought with a large enough effect; inconclusive = small, poorly fitted or top-dose-only effect, or another doubt; inactive = no such curve, though single readings can be large; an effect the other way counts as inactive or inconclusive. An excerpt (hit frequency here may not be typical).

Structure,Vif-A3G inh,LDHA block,PI4K2A block,Vif-APOBEC3F blk,TrxR1 substrate,RXFP1 agonist,GRP78 ERSR act,USP1 inh,IDH1 R132H inh
Cc1cc(OCC(=O)N(Cc2ccc(N(C)C)cc2)CC2CCCO2)ccc1Cl (stereo not drawn),1.0%,2.4,1.4,2.2%,-7.6%,0.4%,1.9%,-9.9%,2.4%
COC(=O)c1cscc1S(=O)(=O)Cc1ccccc1,-0.3%,-8.1,-1.5,3.5%,0.5%,1.1%,-3.9%,4.3%,-0.3%
O=C(Nc1ccccc1Cl)NC1(C(=O)NCC2CCCO2)CCCCC1 (stereo not drawn),1.0%,-7.3,-2.5,-24.2%,4.3%,0.7%,-4.0%,?,0.0%
O=C(CCc1ccc(S(=O)(=O)N2CCOCC2)cc1)Nc1c(F)cccc1F,2.9%,-3.1,6.1,0.9%,-4.3%,/,0.4%,-12.7%,6.1%
CN(C)c1ccc(/C=N/N(Cc2ccccc2)c2ccccc2)cc1,-3.0%,-0.7,1.6,-0.5%,-5.3%,4.4%,-4.1%,-6.7%,1.8%
CC(=O)NC(C)(CC(=O)c1ccccc1)c1ccccc1 (stereo not drawn),-3.8%,0.2,2.8,-0.6%,5.9%,/,-1.8%,-12.7%,6.9%
O=C(CN1C2=NCCN2c2ccccc21)C12CC3CC(CC(C3)C1)C2,1.9%,2.8,-6.3,6.6%,11.4%[57.1 µM],1.5%,-5.2%,-16.6%,4.6%
CCN(CC)C(=O)[C@H]1CC(CC(=O)NCCc2ccccn2)C(=O)N2CCc3c([nH]c4ccccc34)[C@]12C (stereo partly drawn),2.1%,-3.5,-2.5,7.1%,-0.8%,/,4.8%,-6.9%,4.4%
CC(C)c1ccc(C(=O)NNC(=O)c2n[nH]c(=O)c3ccccc23)cc1,-8.4%,-3.6,-10.6,-4.5%,5.4%,1.6%,-5.2%,-17.3%,3.4%
CC(C)n1nc(Cc2cccc3ccccc23)c(C#N)c1N,0.3%,0.1,0.5,6.0%,-5.2%,/,-2.8%,/,/
CC1(C)C2CC[C@]3(C)C(CC=C4[C@@H]5C[C@@](C)(CO)[C@@H](O)C[C@]5(C(=O)O)CC[C@]43C)[C@@]2(C)CC[C@@H]1O (stereo partly drawn),-0.4%,-16.5,-3.1,3.8%,-3.5%,/,-3.8%,13.6%,-11.1%
CN(C)c1ccc(/C=N/NC(=O)CNC(=O)/C=C/c2ccco2)cc1,-3.7%,-6.4,-4.5,-12.8%,7.9%,-2.5%,6.0%,-1.2%,3.3%
COc1ccc(NC(=O)CN2CCN(c3c(C)cc(C)cc3C)CC2)cc1,3.3%,-0.1,2.6,-1.5%,-6.1%,-0.3%,-3.7%,-7.3%,-5.8%
COc1ccc2sc(N(Cc3cccnc3)C(=O)CCc3ccccc3)nc2c1,3.1%,1.4,-3.6,-1.9%,-17.2%[57.1 µM],1.0%,-2.2%,-41.2%,0.0%
COc1cc(CCCN2C(N)=NC[C@H]2Cc2ccc(O)cc2)cc(OC)c1OC,-0.6%,-11.2,0.1,7.2%,-0.1%[57.1 µM],2.6%,-5.3%,-19.8%,10.4%
CC12CN3CC(C)(CN(C1)C3c1ccccc1)C2O (stereo not drawn),-6.1%,-2.1,0.1,1.1%,-8.6%,-0.9%,-3.5%,-8.2%,5.3%
COc1ccc(C(=O)NCC2(c3ccccc3)CCCC2)c(OC)c1,2.8%,-14.4,-4.6,2.1%,-8.1%,-0.7%,-5.9%,-21.3%,10.7%
Clc1ccc(/C=N/c2c(-c3ccc(Cl)cc3)nc3n2CCS3)cc1,-0.9%,2.1,-4.8,1.2%,-4.9%,1.0%,-6.5%,-17.2%,2.4%
CSCc1ccc(C(=O)NCc2ccccc2)cc1,-0.4%,-3.8,-1.3,?,-11.9%,0.2%,5.0%,-20.6%,2.2%
CCC(C)Sc1oc(-c2ccco2)nc1S(=O)(=O)c1ccc(C)cc1 (stereo not drawn),-7.2%,-3.3,-1.3,-7.8%,-0.8%,-0.1%,0.8%,-1.8%,11.5%
Cn1c(=O)c2c(nc(Cl)n2CCOc2ccccc2)n(C)c1=O,0.7%,2.2&-5.6,-0.4,-12.9%,2.5%,-1.6%,-4.1%,-12.2%,-17.1%
CCCCOc1ccc(C(=O)Nc2cccc(-c3nc4cccnc4s3)c2)cc1,-1.1%,-12.9,-7.2,0.4%,-3.2%,-0.2%,-4.1%,-7.5%,-10.4%
CC(C)(C)c1ccc(C(=O)NCCC(=O)NC2=NCCS2)cc1,2.8%,-7.1,2.0,-2.9%,-0.6%,0.9%,6.1%,-6.6%,5.0%
O=C1c2ccccc2C(O)(c2ccccc2)N1CCc1ccccc1 (stereo not drawn),-0.1%,0.4,-1.3,4.7%,7.1%,-0.2%,-2.5%,-23.1%,2.0%
CC(C)CN(C(=O)CSc1nc(-c2ccccc2)cn1N)c1c(N)n(Cc2ccccc2)c(=O)[nH]c1=O,-9.4%,-2.4,-4.2,-2.6%,-6.9%,0.2%,6.7%,-6.0%,-2.6%
C/C(=N/NC(=O)c1ccccn1)c1ccco1,0.4%,1.6,-23.3,-0.8%,7.4%[57.1 µM],-0.2%,-10.0%,-7.7%,-2.0%
C=CCn1c(SCC(=O)c2c(N)n(C3CC3)c(=O)[nH]c2=O)nnc1-c1ccoc1C,2.7%,-1.9,5.6,4.3%,4.6%,1.3%,0.1%,-3.4%,7.2%
O=C(NCc1cccnc1)c1cccn1-c1ncc(C(F)(F)F)cc1Cl,5.9%,-3.8,0.7,-3.4%,8.2%[57.1 µM],5.6%,-2.3%,-18.1%,1.1%
O=C1NN=C(c2ccccc2)C1Cc1ccccc1 (stereo not drawn),-5.8%,-5.5,-3.0,-9.6%,-0.3%,/,-2.2%,-18.0%,-0.5%
O=c1cc(-c2ccc(Cl)c(Cl)c2)[nH][nH]1,1.6%,0.2,-15.6,-4.9%,0.9%,2.3%,-2.2%,-7.8%,6.3%
O=C(NC1CCCCC1)c1cc(C(=O)c2ccccc2Br)c[nH]1,-0.4%,-1.4,-0.7,-2.3%,5.0%,1.2%,-3.6%,-13.9%,10.8%
O=C(CNS(=O)(=O)c1ccccc1)NCc1ccccn1,-3.0%,-4.0,7.4,-3.7%,9.1%,-0.8%,-5.7%,-5.5%,3.8%
NC(=O)C1(C(N)=O)OC1c1ccccc1 (stereo not drawn),0.0%,-4.0,3.4,-0.1%,9.6%,2.0%,-5.4%,-13.7%,7.5%
COc1cccc(C(C(=O)NC2CCCCC2)N(C(=O)c2cccs2)c2ccc3c(c2)OCO3)c1 (stereo not drawn),4.3%,-13.5,-3.6,-15.5%,-6.9%,1.6%,-2.7%,-0.2%,?
CCOc1ccc2c(c1)c(=O)c(S(=O)(=O)c1ccc(C)cc1)cn2CC(=O)Nc1ccc(C)cc1,-2.4%,-2.5,0.6,-6.1%,7.3%,0.7%,-0.3%,-11.4%,11.3%
OCC[C@H]1C[C@@H](O)[C@H](O)[C@@]2(CCCCO2)O1,-0.8%,-2.1,2.8,-0.5%,-6.5%,/,-1.9%,-24.7%,0.1%[38.3 µM]
CN(C)C(CNC(=O)C1CCN(S(=O)(=O)c2cc(Cl)ccc2Cl)CC1)Cc1ccccc1 (stereo not drawn),0.7%,-1.8,4.8,-0.7%,-4.4%,/,-0.9%,-7.3%,16.6%
COc1ccccc1CNC(=O)c1ccc2c(c1)CCN2S(=O)(=O)c1ccc(Cl)cc1,1.5%,-0.9,3.1,-1.7%,-4.5%,-0.4%,-1.8%,-30.5%,-19.6%
CC(C)(C)NC(=O)CN(C(=O)CNS(=O)(=O)c1ccccc1)c1ccc2c(c1)OCCO2,0.0%,-3.7,3.4,5.7%,-5.3%,1.0%,-5.7%,-14.6%,4.1%

Screens from PubChem.
